TEAD-YAP block: TEAD-YAP interaction inhibition; AID 1259422; hit rate 1.4% among 640,000; HEK-TIYL cells, TEAD-Gal4/YAP UAS-luciferase luminescence; inhibition, % at 9.12 µM; in the data active = inhibition above about 32%;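 also: 0% = median of test compound wells and 100% = reference inhibitor wells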
FBW7 act: human FBW7 E3 ligase activation, primary screen; Q969H0; AlphaScreen FBW7–phospho-cyclin E peptide binding, activator screen; normalized activity (activation), % at 26.1 µM; hit rate 0.13% among 650,000; AID 1259310; in the data active = normalized activity above about 1.9%;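 also: purified mutant Fbw7 with reduced substrate affinity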
Target sequence (Q969H0 whole entry, looked up): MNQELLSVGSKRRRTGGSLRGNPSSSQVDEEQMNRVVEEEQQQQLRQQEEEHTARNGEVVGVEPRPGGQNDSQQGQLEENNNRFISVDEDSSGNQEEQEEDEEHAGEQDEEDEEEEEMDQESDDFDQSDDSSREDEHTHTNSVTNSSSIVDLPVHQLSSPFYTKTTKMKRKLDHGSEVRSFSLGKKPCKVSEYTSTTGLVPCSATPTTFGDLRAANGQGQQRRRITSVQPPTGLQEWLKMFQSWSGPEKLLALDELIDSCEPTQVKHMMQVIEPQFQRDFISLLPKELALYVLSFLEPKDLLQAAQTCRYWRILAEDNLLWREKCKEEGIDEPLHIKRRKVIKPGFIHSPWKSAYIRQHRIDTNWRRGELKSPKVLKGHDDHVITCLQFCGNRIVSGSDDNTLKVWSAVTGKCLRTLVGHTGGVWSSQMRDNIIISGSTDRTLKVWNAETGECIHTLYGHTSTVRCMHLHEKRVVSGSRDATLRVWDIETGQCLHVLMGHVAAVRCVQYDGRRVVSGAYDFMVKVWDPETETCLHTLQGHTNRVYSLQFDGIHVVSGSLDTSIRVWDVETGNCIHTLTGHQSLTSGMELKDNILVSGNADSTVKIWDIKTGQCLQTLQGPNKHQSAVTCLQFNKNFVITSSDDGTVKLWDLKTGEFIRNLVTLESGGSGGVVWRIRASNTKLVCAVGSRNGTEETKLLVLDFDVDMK
GPR151 ag: activators of human GPR151 | AID 1508602 | activation, % at 11.2 µM | Q8TDV0 | PathHunter beta-arrestin GPR151 cells, luminescence | hit rate 1% among 650,000; in the data active = activation above about 4.9%;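 also: 0% = median of compound wells and 100% = cells with positive control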
MITF primary: human MITF inhibition, primary screen | O75030 | AlphaScreen MITF homodimerization, bead proximity signal | inhibition, % at 2.6 µM | hit rate 0.91% among 650,000 | AID 1259374; in the data active = inhibition above about 50%;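 also: 0% = vehicle wells with protein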
* hit, by the source's call; nt = no result given.

SMILES	TEAD-YAP block	FBW7 act	GPR151 ag	MITF primary
COc1ccc(C(c2nnnn2C(C)(C)C)N2CCN(C3CCCCC3)CC2)c(OC)c1 (centres undefined)	-11	-0.2	-0.8	24
CCN(CC)C(=O)/C(=C/c1ccc(OC)cc1)NC(=O)c1ccccc1Cl	-6	0.0	0.3	-3
COC(=O)/C(N=Nc1ccc(Cl)cc1)=C(\C)O	5	-0.3	0.1	7
Cc1cc(S(=O)(=O)c2ccc(Cl)cc2)c(C)c(S(=O)(=O)N2CCOCC2)c1	13	-0.1	0.3	1
CCc1ccccc1NC(=O)c1ccc(NCCCN(CC)c2cccc(C)c2)c([N+](=O)[O-])c1	-5	-0.3	0.8	-7
CC(=O)N1N=C(c2ccc(Br)cc2)CC1c1ccccc1F (centres undefined)	3	0.1	0.8	6
CCCOc1ccccc1-n1sc2c(c1=S)-c1cc(C)ccc1NC2(C)C	10	-0.4	1.2	0
FC(F)(F)c1ccc(Nc2nc(NCc3ccccc3)c3ncn(-c4ccsc4)c3n2)cc1	1	0.1	0.1	-1
COc1ccc(S(=O)(=O)n2cc(-c3ccc([N+](=O)[O-])cc3)c(N)n2)c(OC)c1	-2	-0.2	0.8	-9
COCCn1nnnc1CN(Cc1cc2cc3c(cc2[nH]c1=O)OCCO3)C1CCCC1	6	0.4	0.3	14
O=C(Nc1ncc(C(F)(F)F)cc1Cl)c1nn2c(C(F)(F)F)cc(-c3ccccc3)nc2c1Br	2	-0.1	0.1	-1
CCN(CC)c1ccc(/C=N/NC(=O)C2CC2)cc1	25	0.0	0.7	7
C/C(=N\NC(=O)c1ccc(Br)o1)c1cccs1	-92	-0.2	-1.4	8
COc1ccccc1CNC(=O)c1ccc2c(=O)n(Cc3ccc4c(c3)OCO4)c(=S)[nH]c2c1	5	0.3	0.6	21
C/C(N)=C(/C#N)C(=O)COC(=O)c1ccc(S(C)(=O)=O)c([N+](=O)[O-])c1	-11	0.0	3.0	-17
CC(C)(C)C(=O)COC(=O)c1cc2ccccc2cc1O	-3	-0.1	-1.5	6
CCOC(=O)c1sc(NC(=O)CSc2nccc(C)n2)c(C(=O)OCC)c1C	3	0.9	-0.4	14
COc1cc(C2C(C#N)=C(N)Oc3cc(N)ccc32)cc(OC)c1OC (centres undefined)	3	-0.1	-0.3	2
O=C1/C(=C/c2ccc(-c3ccc(Br)cc3)o2)C=C(c2ccccc2)N1c1ccc(Cl)cc1Cl	10	-0.1	0.3	2
O=C(c1cc(F)ccc1F)C1CCCN(C(=O)c2ccc3nccnc3c2)C1 (centres undefined)	-9	0.3	2.0	15
O=CN1CCN(S(=O)(=O)c2ccc(S(=O)(=O)N3CCCC3)cc2)CC1	-2	0.2	1.2	3
COCCNC(=O)/C(=C/c1ccc(C)cc1)NC(=O)c1ccc(C)cc1	-15	0.0	0.3	3
Cc1ccccc1N(CC(=O)Nc1ccccc1F)S(=O)(=O)c1ccccc1	-10	0.1	1.4	0
O=C(Cc1ccccc1F)Nc1ccc2c(c1)CN(S(=O)(=O)N1CCCC1)CC2	2	-0.1	0.1	-7
CCOc1ccccc1N(CC)C(=O)Cn1c(=O)oc2ccccc21	4	-0.1	0.2	-16
O=C(NCC(=O)N1CCOCC1)c1ccccc1	-36	0.0	0.4	7
CC(C)=CC(=O)Oc1ccc2c(C)cc(=O)oc2c1	6	0.0	-0.2	11
CCCCc1nc(SCC(=O)Nc2nc3ccccc3s2)n[nH]1	-11	-0.4	0.0	-12
O=C(COC(=O)c1cccc(N2C(=O)c3ccccc3C2=O)c1)Nc1ccc2c(c1)OCO2	-7	-0.2	-0.2	-1
COc1ccc(C(=O)/C=C/Nc2ccc(Cl)cc2O)cc1	-23	0.0	-1.6	9
COC(=O)CCN1C(=O)/C(=C/c2cccs2)SC1=S	4	-1.2	-0.5	12
Cn1ncc([N+](=O)[O-])c1/C=C/N1CCOCC1	7	0.0	1.8	7
O=C1NC(=Nc2cccc(Cl)c2Cl)S/C1=C\c1ccc(Cl)cc1	6	0.3	0.7	4
COCCNC(=O)CSc1ncnc2c1sc1nc3ccccc3cc12	-11	0.1	-0.5	9
Cc1cc(C)cc(NC(=O)c2ccccc2-c2nc3ccccc3[nH]2)c1	-33	-0.1	1.3	-5
COc1cccc(NC(=O)CCC2CCN(C(=O)Cc3cccnc3)CC2)c1	-2	-0.1	0.1	7
C=CCOc1ccc(/C(O)=C2\C(=O)C(=O)N(c3nc(C)c(C(=O)OCC)s3)C2c2cccc(Cl)c2)c(C)c1 (centres undefined)	-11	-0.1	0.7	0
O=c1oc2ccccc2cc1-c1csc(Nc2ccc(F)cc2)n1	-4	0.1	0.0	-2
O=C(CCCCn1c(=O)c2ccccc2n(Cc2ccccc2Cl)c1=O)NC1CCCCC1	5	-0.2	1.3	-4
CN(C)C(CNC(=O)c1cncc(Br)c1)c1ccccc1 (centres undefined)	3	-0.1	0.0	-8
O=C1OC(c2cccc(Br)c2)=N/C1=C\c1cccc(I)c1	-1	0.2	1.6	13
CC(=O)Nc1ccccc1OCC(=O)Nc1ccc(Br)c(C)c1	11	0.7	1.8	1
COc1ccc(OC)c(C2CC(=O)c3c([nH]c(C(=O)OCCOC(C)C)c3C)C2)c1 (centres undefined)	45*	-0.2	0.9	-7
Cc1c(C(=O)O)c2ccccc2[nH]c1=O	6	0.0	-0.9	4
Cc1cc(/C=C2/NC(=O)N(c3ccccc3)C2=O)c(C)n1C(C)C	-2	0.0	-0.3	6
CCOC(=O)C(=O)N1c2ccc(S(C)(=O)=O)cc2NC(=O)C1CC(C)C (centres undefined)	6	0.0	-1.8	-3
COc1ccc(CCNC(=O)CSCc2n[nH]c(=O)[nH]2)cc1OC	-2	0.1	0.3	2
CCOC(=O)c1sc(=S)n(-c2c(C)cccc2C)c1N	3	-0.1	0.5	10
CCOc1ccc(NC(=O)CSc2nc3c(sc(=S)n3-c3ccc(CC)cc3)c(=O)n2-c2ccc(C)cc2)cc1	-17	0.4	-0.9	8
CC1(c2ccc(Cl)cc2Cl)NC(=O)N(CC(=O)Nc2ccccc2C#N)C1=O (centres undefined)	-9	0.1	-0.6	0
CC(C)N(C(=O)Cn1cc(S(=O)(=O)CC(=O)NC(C)(C)C)c2ccccc21)C(C)C	1	0.3	0.5	0
Cc1ccccc1CN1CCN(C(=O)c2ccc[n+]([O-])c2)CCC1=O	-3	0.0	-0.4	4
CCn1c(=O)n(CC(=O)NCc2ccccc2)c2cccnc21	-3	-0.1	3.4	0
CC[C@H]1O[C@H]1C/C=C\C/C=C\C/C=C\C/C=C\CCCC(=O)O	nt	nt	-1.7	-11
COc1ccccc1NC(=O)CCc1ccc(S(=O)(=O)NC(C)C)cc1	6	-0.1	4.2	0
O=C(COc1ccc(Cl)cc1)NCC1(O)CCCC1	-6	0.5	-1.8	17
CCOc1ccc(S(=O)(=O)N(CC(=O)N2CCCCCC2)c2ccccc2)cc1	0	-0.2	2.5	-2
O=C(NCc1cccc(C(F)(F)F)c1)c1csc(N2CCN(c3ccccn3)CC2)n1	-1	-0.2	-0.6	5
CC(C)c1ccc2nc3sc(C(=O)Nc4nccs4)c(N)c3cc2c1	66*	0.0	0.6	-11
O=C(NNC(=O)C1CC2C=CC1C2)c1cccc(S(=O)(=O)N2CCOCC2)c1 (centres undefined)	-6	0.0	2.8	-7

(cont.)
SMILES	TEAD-YAP block	FBW7 act	GPR151 ag	MITF primary
CC1CCCN(C(=O)Cc2ccc(Cl)cc2)C1 (centres undefined)	-13	0.0	0.3	-9
O=C(CN1C(=O)c2cccc3cccc1c23)Nc1ccc(F)c(F)c1	13	0.1	-0.2	10
C=CCn1c(SCc2ccccc2)nnc1-c1cccnc1	4	0.2	0.3	11
CC(O)CN1C(=O)C(=O)/C(=C(\O)c2ccccc2)C1c1cccnc1 (centres undefined)	-5	-0.1	-1.4	8
COc1ccc(OC)c(CNC(=O)c2cc3c(=O)n(C)c4ccccc4c3s2)c1	3	0.3	0.8	3
C=CCSc1nc(N2CCOCC2)c2c(c1C#N)CC(C)(C)SC2	6	-0.1	2.5	0
O=C(NC1CC1)C1CCN(C2CCN(Cc3cccc4nonc34)CC2)CC1	5	-0.1	1.8	3
OC(CN1CCc2nc3ncccc3cc2C1)c1ccc(F)cc1 (centres undefined)	3	-0.1	0.9	-2
CNCc1cc(Cl)ccc1OCc1ccc(F)cc1	2	-0.2	-0.1	-5
CCOC(=O)CCCNC(=O)COC(=O)c1ccc(O)cc1	4	0.1	-1.8	-10
Cc1ccc(N(Cc2ccco2)S(=O)c2ccc3ccccc3c2)cc1 (centres undefined)	11	-0.1	0.8	9
CCc1cc2c(C)cc(=O)oc2cc1OC(=O)CCNC(=O)OC(C)(C)C	6	0.3	0.3	4
Cc1ccc(C(=O)C(C)OC(=O)c2ccc3c(c2)C(=O)N(c2ccc(C)cc2C)C3=O)cc1 (centres undefined)	3	-0.1	0.5	13
FC(F)(F)c1ccc(Cn2cnc3c(NCc4cccnc4)nc(Nc4nccc5ccccc45)nc32)cc1	14	0.0	-1.1	-1
O=C(Nc1ccc2oc(-c3ccc(F)cc3Cl)nc2c1)c1cccc(F)c1	15	0.6	-0.1	18
Cc1ccc2cc(CN(CCCO)S(=O)(=O)c3ccc(Cl)cc3)c(=O)[nH]c2c1	-13	-0.1	-1.0	6
Cc1ccc(Cn2c(SCC(=O)c3ccccc3)nc3ccsc3c2=O)cc1	-5	0.1	-0.2	-2
Cc1nc(NC2CCCC2)c2nnn(Cc3ccccc3)c2n1	-18	0.0	-0.2	-7
Cc1occc1C(=O)N/N=C/c1ccc(-c2cccc([N+](=O)[O-])c2)o1	-37	0.0	-0.5	23
Cc1cc(=O)[nH]c(Nc2ccc(C(=O)OC(C)C)cc2)n1	-2	0.8	-1.4	4
COc1ccc2nc(Nc3nc(O)c(C)c(=O)[nH]3)nc(C)c2c1	0	-0.1	-0.4	6
O=C(c1ccco1)N1CCN(Cc2ccc(Br)cc2)CC1	-2	-0.1	2.3	-2
COc1ccc(Cl)cc1C(=O)n1nc(C)c(Br)c1C	7	-0.1	0.4	0
COc1ccc(C(=O)NNC(=O)CCC(=O)Nc2cccc(Cl)c2C)cc1	-2	-0.1	-0.6	-2
O=C1OC(c2ccc(Cl)cc2)=C/C1=C\c1ccc(-c2ccccc2C(=O)O)o1	6	-0.2	-0.7	-7
CC(c1ccccc1F)n1cc(C(=O)NCCN2CCCCC2)nn1 (centres undefined)	0	-0.1	-0.2	-7
O=C(Nc1ccc2c(c1)OCO2)c1cc2nc(C3CC3)cc(C(F)(F)F)n2n1	-3	0.2	-1.2	6
COc1ccc(O[C@H]2C=C[C@@H](c3ccccc3)O[C@@H]2CO/N=C2/[C@H]3CCn4c(=O)n(-c5ccccc5)c(=O)n4[C@H]3[C@H](O)[C@@H]3O[C@H]23)cc1	nt	-0.2	6.7*	1
COC(=O)c1cc(S(=O)(=O)NCC2CCCO2)cn1C (centres undefined)	5	0.4	-1.1	6
O=[N+]([O-])c1ccc(N/N=C/c2ccc3c(c2)OCO3)c(S(=O)(=O)N2CCCCCC2)c1	-1	-0.2	-0.2	-16
COc1cc2c(cc1OC)C(C(=O)NC1CCCC1)C1c3ccccc3CCN1C2=O (centres undefined)	2	0.0	1.1	14
O=C1C(=O)N(c2cccnc2)C(c2cccc([N+](=O)[O-])c2)/C1=C(/O)c1ccccc1 (centres undefined)	5	0.0	2.3	17
O=C(O)c1ccc(C(=O)c2ccc3c(c2)C(=O)N(c2ccc(C(=O)O)cc2)C3=O)cc1	7	0.0	-0.6	16
O=c1[nH]c2ccccc2c2cn(-c3ccccc3)nc12	-47	0.0	1.7	6
O=C(COc1ccccc1)Nc1nnc(S(=O)(=O)NCc2ccccc2)s1	-1	0.1	2.6	-11
Cc1ccc2[nH]c(-c3ccccc3)c(-c3ccccc3)c2c1	-1	-0.2	1.1	-1
CCOC(=O)Cc1csc(NC(=O)CSc2nnc(Cc3ccccc3)n2CC)n1	-1	0.0	0.0	2
O=C(NCc1ccco1)c1cc2nc(-c3ccc(Cl)c(Cl)c3)cc(C(F)(F)F)n2n1	9	0.0	0.4	8
COc1cc([N+](=O)[O-])ccc1NC(=O)c1ccc(C)c(C)c1	-12	-0.1	-1.3	9

Not a hit list, and some 3.4% of all compounds hit somewhere here.
